CaV13 FRET inh: Primary screen for inhibitors of IQ motif and Ca2+-dependent inactivation inhibitor domain binding in CACNA1D, Förster resonance energy transfer in living cells, …; HEK cells, CFP/YFP FRET ICDI-IQ, plate reader, 10 min; percent FRET-ratio fall versus neutral wells; AID 743397; inhibition, % at 12.3 µM; 0.098% of 340,000 active;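 active means mean replicate inhibition of at least 30% and at least 1% of replicates passing that level; inconclusive means only one of the two criteria is met; inactive means neither criterion is met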;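 further: 0% = median of the neutral control wells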
N-glyco inh: increase of ERlucT glycosylation luciferase signal, primary screen, N-linked glycosylation inhibitor project, D54 ERlucT cells, luminescence, set 2; D54 ERlucT glycosylation luciferase reporter, 24 h; percent of 100 nM tunicamycin response; reporter increase, % at 12.5 µM; 0.23% of 360,000 active; AID 588692, 2011;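 active means mean luciferase reporter signal, scaled so untreated is 0 and the glycosylation-blocking control 100, at or above a set limit in every replicate; inconclusive means mean reaches the limit but not every replicate does; inactive means mean below the limit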;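 further: luciferase carries N-glycosylation sites so blocking glycosylation raises the light; 0% = median of neutral control wells and 100% = median of 100 nM tunicamycin wells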
MC4R antagonist: MC4R antagonists of cAMP signaling, primary screen, cell-based, TR-FRET, antagonist arm of biased-ligand search; Melanocortin receptor 4 (Homo sapiens), P32245; MC4R-expressing cells, MTII-stimulated cAMP, LANCE TR-FRET; inhibition, % at 6.5 µM; 0.48% of 360,000 active; AID 540295, 2011;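 active means inhibition above its plate's cutoff, the mean of tested wells on that plate plus 3 SD, cut at about 29% in these data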;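 further: 0% = Melanotan II alone and 100% = Melanotan II plus saturating MCL0020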
Target sequence (P32245 whole entry, looked up): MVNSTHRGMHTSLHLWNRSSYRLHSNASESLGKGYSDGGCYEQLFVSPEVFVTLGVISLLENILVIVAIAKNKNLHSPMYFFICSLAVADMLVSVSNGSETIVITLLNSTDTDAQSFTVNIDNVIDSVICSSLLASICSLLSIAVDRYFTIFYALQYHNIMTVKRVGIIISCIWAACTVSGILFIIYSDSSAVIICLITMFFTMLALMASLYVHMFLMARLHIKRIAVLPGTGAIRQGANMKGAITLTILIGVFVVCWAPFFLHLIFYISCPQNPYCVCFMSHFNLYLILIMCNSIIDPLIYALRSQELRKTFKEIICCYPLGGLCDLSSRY
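System: U2OS-MC4R stable cell line; Technique: Eu-cAMP/anti-cAMP TR-FRET, emission 671 nm; Repeats: single well per compound; Also added: Melanotan II; Dosing: one concentration, 6.5 µM nominal; Schedule: 30-min compound, 1-h challenge, 1-h detection, room temperature.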
Vif inh: HIV Vif self-association inhibitors, primary screen, imaging, HEK293T, single point; 0.35% of 340,000 active; inhibition, % at 7.49 µM; HEK293T cells, Vif self-association by quenched fluorescence, 24 h; in the data active means inhibition above about 50%, passing the limit was not always enough; inconclusive means no clear call, values can overlap the other calls; inactive means below about 31%; further: some results filed as inactive read as strong as hits
MC4R barr agon: MC4R agonists recruiting beta-arrestin, primary screen, cell-based, luminescence, agonist arm of biased-ligand search; 0.98% of 360,000 active; U2OS MC4R beta-arrestin complementation; percent of melanotan II response, DMSO zero; Melanocortin receptor 4 (Homo sapiens), P32245; AID 540308, 2011; activation, % at 8.9 µM;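 active means activation above a per-plate cutoff, the mean activation of sample wells on that plate plus 3 SD, cut at about 8% in these data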
m5-HT2A agonist: mouse Htr2a agonists via beta-arrestin recruitment, primary screen, cell-based, luminescence; 0.66% of 360,000 active; CHO-K1 mHTR2A beta-arrestin complementation; percent of 30 µM serotonin response; activation, % at 7.6 µM; 5-hydroxytryptamine receptor 2A (Mus musculus), P35363;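 active means activation above a run cutoff, the mean activation of all tested compounds plus 3 SD, cut at about 14% in these data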;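 further: 0% = plate median of compound wells and 100% = 30 µM serotonin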
ABCB6 inh 2: ABCB6 transporter inhibitors, primary screen, K562-ABCB6 cells, flow cytometry, MLPCN library. AID 602162, 2011. 0.19% of 360,000 active. fluorescence ratio to DMSO, % at 10 µM. ATP-binding cassette sub-family B member 6 (Homo sapiens), Q9NP58. K562-ABCB6 porphyrin accumulation, 1 h; stronger effect = lower value;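 active means fluorescence ratio to DMSO below 75%, the collection mean minus 3 SD; inconclusive means too few cells collected in the well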;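 further: signal is porphyrin accumulated inside mitochondria; 100% equals median channel fluorescence of DMSO control wells; lower ratio means ABCB6 inhibition with less porphyrin fluorescence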
aDG glyco act: activators of alpha-DG glycosylation, primary screen, uHTS, Pro5-aDG cells, AlphaScreen. alpha-DG glycosylation AlphaScreen (IIH6); 0% Pro5, 100% B10-LARGE cell signal. activation, % at 10 µM. 0.22% of 360,000 active. AID 624168, 2012;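 active means activation of at least 8% versus controls, or a plate z-score of at least 8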;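 further: Pro5 are CHO cells carrying HIG-tagged alpha-DG that lacks glycosylation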
PDI inh: inhibitors of human PDI, primary screen, biochemical, turbidity, single point, plate reader; inhibition, % at 10 µM; Protein disulfide-isomerase (Homo sapiens), P07237; PDI insulin aggregation turbidity, A650, 90 min; 0.052% of 350,000 active;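 active means mean inhibition across replicates of 30% or more, whatever share of single replicates reach that level; inconclusive means mean inhibition below 30% while every single replicate reaches 30%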;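 further: absorbance from insulin aggregation driven by PDI reduction with DTT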
Target sequence (P07237 whole entry, looked up): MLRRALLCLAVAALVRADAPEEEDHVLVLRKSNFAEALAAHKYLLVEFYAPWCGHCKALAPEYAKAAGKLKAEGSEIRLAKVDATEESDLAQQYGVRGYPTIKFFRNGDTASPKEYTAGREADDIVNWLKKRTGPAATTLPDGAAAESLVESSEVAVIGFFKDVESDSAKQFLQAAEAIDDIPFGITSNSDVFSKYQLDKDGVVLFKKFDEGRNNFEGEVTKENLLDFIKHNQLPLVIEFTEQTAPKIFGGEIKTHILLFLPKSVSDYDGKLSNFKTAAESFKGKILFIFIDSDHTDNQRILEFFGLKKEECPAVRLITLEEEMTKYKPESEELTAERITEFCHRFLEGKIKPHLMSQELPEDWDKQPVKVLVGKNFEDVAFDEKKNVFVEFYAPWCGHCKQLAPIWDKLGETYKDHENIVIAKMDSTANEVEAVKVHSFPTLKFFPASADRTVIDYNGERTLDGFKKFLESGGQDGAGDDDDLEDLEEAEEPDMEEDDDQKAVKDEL
Cardio protect: cardioprotection against H2O2-induced cell death, primary screen, uHTS, H9c2 cells, ATPLite luminescence. H9c2 cardiomyocytes, H2O2 injury protection, 2 h. protection from H2O2 cell death, % at 20 µM. 0.63% of 360,000 active;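 active means compounds giving at least 50% protection of heart cells from peroxide-induced death in the single-dose screen, raw or plate-pattern-corrected value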;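 further: 0% = DMSO wells with peroxide and 100% = DMSO wells without peroxide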
Numbers without * were called inactive; ? = inconclusive; . = not tested or not shown; & = joins results of further samples.

SMILES	CaV13 FRET inh	N-glyco inh	MC4R antagonist	Vif inh	MC4R barr agon	m5-HT2A agonist	ABCB6 inh 2	aDG glyco act	PDI inh	Cardio protect
Cc1cc(C)n(-c2cc(C(C)(C)C)nc3c(-c4ccc(Cl)cc4)cnn23)n1	-4	-5	15	1	1.1	0	99	-0.3	-7	-17
CN(CC(=O)N1CCCC1)S(=O)(=O)c1ccc2ccccc2c1	-4	2	-1	-2	-2.5	0	98	-0.1	-3	2
CCOc1cc(-c2nc3cc(C)ccn3c2NCC2CCCO2)ccc1O (stereo not drawn)	-5	5	-8	15	-0.8	-2	101	-0.2	-5	8
COC(=O)c1sccc1NC(=O)c1ccc(Cl)s1	-6	2	15	12	12*	-5	99	-0.2	3	0
Cc1ccccc1OCc1n[nH]c(=S)n1Cc1ccccc1	-6	0	0	-18	-1.3	3	97	-0.1	-4	2
CC(=O)Nc1ccc(NC(=O)CC2Nc3cccc4cccc(c34)NC2=O)cc1 (stereo not drawn)	-6	3	12	23	-1.4	-3	119	0.2	1	17
CCC(NC(=O)C(C)NC)C(=O)N1CCCC1C(=O)NC1CCCc2ccccc21 (stereo not drawn)	-10	7	8	.	0.5	1	94	-0.4	-7	-2
CN(C(=O)CS(=O)(=O)c1cn(CC(=O)N2CCCCC2)c2ccccc12)c1ccccc1	-6	0	10	-3	-0.8	6	98	-0.5	5	4
Cc1ccc(C2(C)NC(=O)N(CC(=O)NCc3cccs3)C2=O)cc1 (stereo not drawn)	-7	2	-1	.	-0.8	-1	97	-0.3	10	5
CCOC(=O)N1CCC(N2Cc3cccc(C(=O)N4CCN(C5CCCCC5)CC4)c3C2=O)CC1	6	-1	5	0	-0.5	8	95	0.1	.	0
COc1ccc(C(C)C)cc1S(=O)(=O)Nc1ccccn1	-8	1	7	6	0.6	-4	100	-0.1	5	1
Cc1cc(S(=O)(=O)N2CCOCC2)ccc1OCC(=O)N1CCC(C)CC1	-4	-1	7	12	-0.7	-3	96	-0.2	4	0
Cc1noc(C)c1S(=O)(=O)N(C)Cc1ccccc1	-7	0	-1	3	-0.5	-2	94	0.0	2	10
CN1C(=O)C(C)(C)c2cc(S(=O)(=O)N3CCN(c4cccc(Cl)c4)CC3)ccc21	5	-1	12	-2	-1.6	-7	102	0.0	.	-12
COc1c(C(=O)Nc2ccc(Br)cn2)ccc2ccccc12	-10	1	-1	-16	12*	-3	98	0.1	1	-11
COc1ccc(OC)c(NC(=O)Cn2c(=O)n(CC(=O)NCc3ccco3)c(=O)c3ccccc32)c1	-5	1	-2	-3	0.0	3	105	0.3	2	12
Nc1c(C(=O)c2ccccc2)oc2ccc([N+](=O)[O-])cc12	-2	3	-1	4	8.2	3	100	0.1	10	-3
COc1ccc(CCC(=O)OCC(=O)Nc2c(C)n(C)n(-c3ccccc3)c2=O)cc1	-2	4	4	3	-0.1	6	100	-0.2	-2	2
CN(CC(=O)Nc1cccc2ccccc12)C(=O)c1ccc(NC(=O)CC#N)cc1	-3	0	-7	0	-2.2	-1	94	-0.1	-1	4
COc1ccc(OCC(=O)OCC(=O)N2C(C)CCCC2C)cc1 (stereo not drawn)	-3	-1	4	3	-0.9	2	101	-0.2	-3	1
COc1ccc(S(=O)(=O)Nc2cccnc2)cc1	5	1	-6	1	2.4	4	94	-0.1	-1	5
Cc1c(C(=O)NN2CCOCC2)oc2c1ccc1ccccc12	-4	4	-1	2	-5.4	-3	100	0.0	4	1
Clc1cccc(C2CCN(Cc3nc(CC4CC4)no3)C2)c1 (stereo not drawn)	-7	0	0	-1	-2.9	-2	87	-0.4	2	-2
Cc1cc(C)c2c(n1)sc1c(N3CCN(CCO)CC3)ncnc12	-8	10	-4	-6	-0.3	1	100	0.1	7	13
COc1ccc2c(c1OC)C(=O)N1C2SC[C@H]1C(=O)NC1CC1 (stereo partly drawn)	.	4	0	-5	-1.8	-6	100	0.0	.	-3
CCCCn1c(N)c(N(CCC(C)C)C(=O)COC(=O)c2cccnc2Cl)c(=O)[nH]c1=O	-5	-2	2	-7	1.3	2	99	-0.1	4	-4
COC(=O)Cn1c(CN2CCN(C(=O)c3ccco3)CC2)nc2c1c(=O)n(C)c(=O)n2C	-2	4	2	1	1.5	6	95	0.1	-1	-2
O=C(NCCS(=O)(=O)NCc1ccco1)c1ccccc1	-7	1	9	-2	-5.0	-1	100	-0.3	1	-2
CC1(/[N+]([O-])=C/c2ccc(Cl)cc2Cl)CCCCC1=O (stereo not drawn)	-19	1	-3	2	-0.1	3	97	-0.2	-11	-4
COCC(C)NC(=O)c1ccc(N(C)C)cc1 (stereo not drawn)	.	-2	-3	4	1.4	2	93	0.4	17	3
Cc1ccc2nc(-c3ccc(F)cc3)c(CC3CCCCC3)n2c1	-9	.	.	.	.	2	127	8.8*	.	.
CC(C)CC(=O)Nc1ccccc1N1CCN(C(=O)c2ccccc2)CC1	.	1	14	-6	-1.1	2	99	0.4	0	12
CC(C)Cn1c(NCCN(C)C)nc2c1c(=O)[nH]c(=O)n2C	.	3	4	3	-1.6	-6	97	-0.2	5	17
O=C(NCCc1ccc(Cl)cc1)c1ccc(CS(=O)Cc2ccccc2Cl)o1 (stereo not drawn)	-5	-1	5	-15	-3.9	-1	97	0.1	-3	1
CCc1ccccc1NC(=O)CCC(=O)Nc1nnc(C(C)C)s1	-2	3	-1	9	1.1	-4	95	0.3	3	8
CCn1c(Cc2ccccc2)nnc1SCC(=O)Nc1ccc(S(N)(=O)=O)cc1	-5	0	3	-2	1.8	-3	99	-0.1	1	-2
CC1CCN(C(=O)c2ncn3c2c(=O)[nH]c2cccnc23)CC1	-8	-1	-3	-2	-1.0	2	98	0.0	20	-3
CC(=O)Nc1ccc(S(=O)(=O)NC2=C(N3CCN(Cc4ccccc4)CC3)C(=O)c3ccccc3C2=O)cc1	-6&-3	7&9	2&-4	-6&-2	-3.2&-2.5	-3&2	90&95	0.3&0.3	-15&2	0&-2
CN(C)c1ccc(N2C(=NC(=O)C3CCCO3)SC3CS(=O)(=O)CC32)cc1 (stereo not drawn)	-3	-2	1	2	-0.1	-6	106	0.1	0	2
Cc1ccc(NC(=S)Nn2cnnc2)cc1	10	1	1	-4	-3.1	0	101	-0.2	-5	-3
CCC1CCCCN1CCCNC(=O)c1csc2c1CCCCC2 (stereo not drawn)	-4	-1	5	17	-3.0	-8	102	-0.2	-5	0
CCc1ccc(N2C(=O)C3NN=C(C(=O)OCc4ccccc4)C3C2=O)cc1 (stereo not drawn)	-3	0	9	6	1.2	5	100	-0.1	3	0
Cc1ccc(C)c(Oc2cc(F)nc(N)n2)c1	-4	0	5	12	1.7	-5	104	-0.1	-3	1
O=C(C1CCCCC1)N1C[C@@H](n2cc(C3CC3)nn2)[C@H](O)C[C@@H]1c1ccc(Cl)cc1	-5	2	14	5	-0.4	1	100	0.3	-8	-12
Brc1ccc(C2Nc3cccc4cccc(c34)N2)s1	.	4	10	-5	-1.1	4	106	0.0	0	0
O=C(NCCc1ccccn1)c1cc(-c2ccc(Cl)c(Cl)c2Cl)nc2ccccc12	-4	0	-1	-5	-1.6	-7	100	-0.1	2	2
COc1cc(C(=O)NCC(=O)N/N=C/c2ccccn2)cc(OC)c1OC	-4	2	-6	10	-0.5	2	102	-0.1	3	2
CCN1CCCC1CNC(=O)CSCc1nc(-c2ccccc2C)oc1C (stereo not drawn)	-5	-2	-5	7	-0.1	-2	96	0.1	3	-3
CCOc1ccc(OCc2ccc(C(=O)Nc3ccc(Cl)cn3)o2)cc1	-9	3	-3	.	-0.9	3	99	0.6	15	-8
O=C(c1ccccc1)c1nc2c(n1O)CCCCC2	-3	1	-3	1	1.6	5	101	-0.3	-1	-6
O=C(NP(=O)(N1CCOCC1)N1CCOCC1)C1=C(N2CCOCC2)/C(=C\c2ccccc2)CC1	-3	-1	9	2	-1.8	4	102	-0.1	12	-2
NC(=O)c1c(NC(=O)c2cccs2)sc2c1CCCCCC2	.	0	-8	-4	2.3	6	97	-0.1	4	-16
CCn1c(SCC(=O)NCc2ccc3c(c2)OCO3)nnc1-c1ccncc1	-6	1	0	?	-0.2	-1	96	-0.2	-2	6

High-throughput results (PubChem)
